hK5 inh = inhibitors of human kallikrein 5. AID 873. Q9Y337. recombinant hK5, fluorogenic AMC substrate cleavage. 210,000 tested, 0.59% active. inhibition, % at 5 µM;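 active means inhibition of 40% or more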;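 further: 0% = enzyme controls without compound and 100% = no-enzyme blanks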
p97 inhibitor = inhibitors of human p97 ATPase. inhibition, % at 8 µM. AID 1481. P55072. 220,000 tested, 0.42% active. recombinant p97 ATPase, Kinase-Glo ATP luminescence, 3 h; in the data active means inhibition above about 15%;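 further: 0% = DMSO vehicle and 100% = wells lacking enzyme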
Wee1 degr inh = human Wee1 degradation inhibition, primary screen | P30291 | HeLa Luc-Wee1K328M stability, luciferase luminescence; 100% = proteasome inhibitor MG132 effect | reporter increase, % at 5 µM | 220,000 tested, 1.2% active;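 active means activation above the mean of all tested compounds plus 3 SD, set per screening run, cut at about 8.8% in these data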;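 further: cells exposed to compound for 20 h before luminescence read; 0% = DMSO alone and 100% = MG132 at 30 µM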
FXIa inh = factor XIa (human) inhibition; 220,000 tested, 0.14% active; purified FXIa, Boc-Glu-Ala-Arg-AMC fluorogenic substrate; inhibition, % at 5 µM; AID 798; P03951;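 active means inhibition of at least 40%; inactive means inhibition below 40%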;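 further: fluorescence of freed AMC excited at 355 nm; 0% = enzyme without compound and 100% = no enzyme blank; many of its hits are not listed in these tables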
Thrombin inh = blocks human thrombin protease activity | P00734 | alpha-thrombin, Boc-VPR-AMC fluorogenic substrate cleavage | inhibition, % at 5 µM | 220,000 tested, 0.26% active | AID 1046;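 active means inhibition at or above 40%; inactive means inhibition below 40%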;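 further: 0% = enzyme with no compound and 100% = wells without enzyme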
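signal = AMC fluorescence, 355/460 nm | material = human alpha-thrombin enzyme | control set = enzyme without compound as high, wells lacking enzyme as low | times = reaction at room temperature | read-out basis = percent inhibition scaled between no-compound controls and no-enzyme blanks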
KCC2 mod = modulates chloride dependent transport by human KCC2 | B-score of Tl+ flux slope (higher = more flux/activation; lower = inhibition) at 10 µM | KCC2 cells, thallium flux FluoZin-2 fluorescence | AID 1456 | 190,000 tested, 2.2% active;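 active means thallium flux slope and its plate-corrected score both differing from the plate sample mean at a set confidence after two filtering rounds, in either direction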;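 further: slope of fluorescence scaled to starting intensity during 10 to 20 s after thallium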
FXIIa inh 1536 = factor XIIa (human) inhibition. P00748. purified FXIIa, Boc-QGR-AMC fluorogenic substrate, 2 h. inhibition, % at 5 µM. 220,000 tested, 0.3% active. AID 800; in the data active means inhibition above about 40%;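 further: 0% = enzyme with no compound and 100% = blank without enzyme; many of its hits are not listed in these tables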
Furin inhibitor = inhibitors of human furin. AID 463115. 220,000 tested, 0.061% active. inhibition, % at 30 µM. purified furin, fluorogenic substrate cleavage; in the data active means inhibition above about 25%; further: inactives centre near -15
PERK inh = inhibitors of human PERK kinase; CHO PERK-DD fusion, SEAP luminescence translation reporter; inhibition, % at 5.6 µM; 220,000 tested, 0.17% active; AID 1416;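 active means inhibition above the mean inhibition of all tested compounds plus 3 SD, set separately per screening campaign, cut at about 2.9% in these data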;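 further: PERK kinase domain activated by AP20187 dimerizer at 100 nM; 0% = DMSO with dimerizer and 100% = rapamycin at 8.4 µM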
Target sequence (Q9NZJ5 whole entry, looked up, the tested form may be a part): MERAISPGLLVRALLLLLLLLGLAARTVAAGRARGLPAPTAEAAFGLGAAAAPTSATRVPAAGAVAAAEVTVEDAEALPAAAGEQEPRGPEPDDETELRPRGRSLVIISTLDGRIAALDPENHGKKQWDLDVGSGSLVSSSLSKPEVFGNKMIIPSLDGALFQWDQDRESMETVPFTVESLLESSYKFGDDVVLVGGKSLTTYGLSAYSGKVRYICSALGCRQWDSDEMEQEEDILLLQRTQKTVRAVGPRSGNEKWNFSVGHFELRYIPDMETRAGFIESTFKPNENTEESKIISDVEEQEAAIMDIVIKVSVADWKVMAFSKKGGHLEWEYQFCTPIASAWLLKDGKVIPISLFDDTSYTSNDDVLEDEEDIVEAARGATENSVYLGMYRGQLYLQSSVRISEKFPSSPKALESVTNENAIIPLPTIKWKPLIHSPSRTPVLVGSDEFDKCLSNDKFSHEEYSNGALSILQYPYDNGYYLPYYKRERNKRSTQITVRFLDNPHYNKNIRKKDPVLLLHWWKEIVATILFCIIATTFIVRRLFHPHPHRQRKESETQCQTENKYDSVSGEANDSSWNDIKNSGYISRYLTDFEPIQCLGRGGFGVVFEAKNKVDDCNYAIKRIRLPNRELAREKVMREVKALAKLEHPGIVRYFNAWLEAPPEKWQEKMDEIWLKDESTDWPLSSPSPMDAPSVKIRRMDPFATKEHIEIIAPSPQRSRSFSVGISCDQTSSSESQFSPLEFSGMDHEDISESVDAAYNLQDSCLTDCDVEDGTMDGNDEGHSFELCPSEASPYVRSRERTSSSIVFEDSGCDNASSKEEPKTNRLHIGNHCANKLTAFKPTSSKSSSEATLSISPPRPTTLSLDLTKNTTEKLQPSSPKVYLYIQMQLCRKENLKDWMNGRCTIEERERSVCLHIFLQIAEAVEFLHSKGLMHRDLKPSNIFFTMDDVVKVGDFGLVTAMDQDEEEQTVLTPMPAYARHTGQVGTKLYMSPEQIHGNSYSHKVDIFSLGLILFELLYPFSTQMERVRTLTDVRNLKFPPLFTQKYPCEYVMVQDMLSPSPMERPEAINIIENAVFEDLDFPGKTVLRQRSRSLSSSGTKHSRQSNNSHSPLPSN
Starred values were filed as active, the others as inactive; . = not tested or not shown; [ ] = dose if it differs, or a comment. Compounds as they come. About 4.4% of those tested had a hit in this group.

Molecule	hK5 inh	p97 inhibitor	Wee1 degr inh	FXIa inh	Thrombin inh	KCC2 mod	FXIIa inh 1536	Furin inhibitor	PERK inh
Cc1cc(Nc2cccc(Cl)c2)nc(N2CCOCC2)n1	-4	3	0	5	-2	-0.31	7	-23	-0.6
CCCC[C@@H]1CNC(=S)N1CCc1cccc(F)c1	3	-1	-3	-4	-1	-0.07	10	-27	0.8
CC1(C)CC(=O)C2=C(C1)N(C1CCCCC1)C(=O)C2(O)C(F)(F)F (stereo unspecified)	8	3	-1	2	-1	-0.017	17	-2[20 µM]	0.1
Cc1ccc(S(C)(=O)=NS(=O)(=O)c2cccc3nsnc23)cc1 (stereo unspecified)	11	-3	2	1	-6	0.87	4	-19	0.2
CC(=O)Nc1cccc(C(=O)Nc2ccccc2C(=O)O)c1	0	-1	-2	1	-2	-1.7	12	-18[20 µM]	0.3
CCCN1C2CCCC1CC(NC(=S)Nc1cc(C)cc(C)c1)C2 (stereo unspecified)	-6	2	-1	-8	-9	-0.069	1	-19	-0.1
O=C(CNC1CCCCCC1)Nc1ccc(S(=O)(=O)NC2CC2)cc1	-14	-1	0	-3	-6	0.16	8	-25[20 µM]	0.4
CCOc1ccc2nc(NCCNC(=O)CC)c(C#N)cc2c1	0	1	-1	-8	-5	0.54	-6	-25	-0.5
COC(=O)c1cc(C(=O)Nc2cc(C)ccn2)cc([N+](=O)[O-])c1	-12	-1	-1	0	0	.	4	-16	0.1
COC(=O)C1=C(CN2CCN(C)CC2)NC(=O)NC1c1cc(C)ccc1C (stereo unspecified)	-26	1	-2	2	4	0.39	9	16[20 µM]	0.5
CC1(C)CC(=O)c2cc(OCC(=O)NCC3CCCO3)ccc2O1 (stereo unspecified)	-52	-3	1	-10	-8	0.64	-6	-15	-0.3
Cn1c(SCC(=O)NC(C)(C)C)nc(O)cc1=O	1	3	1	8	1	.	15	-25	1.2
CC(C)c1ccccc1NC(=O)COC(=O)/C=C/c1cccc([N+](=O)[O-])c1	-8	-2	-2	0	-11	1.4	11	-14	0.7
O=C(NC1=NCCS1)c1ccc2c(c1)C(=O)N(Cc1ccco1)C2=O	-1	4	0	-9	-6	-0.039	1	-15[20 µM]	-0.7
COc1cnn(-c2ccccc2)c(=O)c1SCc1ccc(Cl)cc1Cl	-1	0	-3	-7	-6	.	-3	-4[20 µM]	-1.6
NC(=O)c1cc(S(=O)(=O)NC2CCCCC2)co1	4	4	-1	-3	2	.	-3	-17	0.4
CS(=O)(=O)N1CCCC(C(=O)N2CCN(c3cccc(Cl)c3)CC2)C1 (stereo unspecified)	.	4	2	0	-5	-0.29	9	-15	0.3
COc1ccc2[nH]cc(C(=O)CN(C)CCc3ccc(OC)c(OC)c3)c2c1	2	-3	1	0	-10	-2.5	3	-18[20 µM]	-1.5
O=C(Nc1ccccc1)c1ccc2c(c1)OCO2	-7	-15	7	-12	-6	1.2	-1	-11[20 µM]	-1.2
OC[C@H]1OC(Nc2ccc(N=Nc3ccccc3)cc2)[C@@H](O)[C@@H](O)[C@@H]1O (stereo partly specified)	0	4	-1	0	-3	-0.0059	5	3	1.6
COc1cccc(-n2c(SCC(=O)NCCc3ccccc3)nnc2-c2ccoc2C)c1	-9	0	6	3	14	-1.1	7	-17	-0.7
O=C(O)c1ccccc1-c1nc(-c2ccccc2)c(-c2ccccc2)[nH]1	-8	1	-1	-5	-3	-1.9	5	-27	1.4
Cc1ccc(C(=O)NCCN2C3=NC[C@H](C)N3C[C@H]2Cc2ccc(O)cc2)cc1Br	-3	-2	-2	-4	-6	0.045	0	-23	0.4
Cc1cc(NC(=O)CSc2nnc(-c3ccco3)n2Cc2ccccc2)no1	-4	0	1	7	-2	-0.36	10	-17[20 µM]	-0.6
Cc1cccc(NC(=O)CN2CCCN(S(=O)(=O)c3ccc(Br)s3)CC2)c1	-2	-1	-1	3	4	-0.62	20	-29	-0.8
O=C(NCCc1c[nH]c2ccccc12)/C(=C/c1cccnc1)NC(=O)c1cccs1	4	0	2	-7	10	-0.12	4	-3	-2.1
CC1Cc2ccccc2N1C(=O)Cn1cnc2ccccc2c1=O (stereo unspecified)	0	3	1	-4	-6	0.44	2	-20	-0.1
CCN(C(=O)Cc1c(C(=O)O)n(C)c2ccccc12)c1ccc(F)cc1	3	3	-3	1	1	-0.89	11	-15	1.6
COc1ccc(C2=NNC(c3cccnc3)=Nc3ccccc32)cc1	4	-1	4	0	-3	-0.17	11	-21	-0.3
CSCCC(NC(N)=O)C(=O)Nc1cccc(S(=O)(=O)N2CCOCC2)c1 (stereo unspecified)	-2	7	-3	2	2	0.096	5	-21	1.0

Looked up above.
CC(=O)Nc1cccc(C(=O)Nc2ccccc2C(=O)O)c1 in Thrombin inh: -2
CCN(C(=O)Cc1c(C(=O)O)n(C)c2ccccc12)c1ccc(F)cc1 in p97 inhibitor: 3

More structures
Molecule	hK5 inh	p97 inhibitor	Wee1 degr inh	FXIa inh	Thrombin inh	KCC2 mod	FXIIa inh 1536	Furin inhibitor	PERK inh
CN1CCN(CC(O)COc2ccc(Cl)cc2)CC1 (stereo unspecified)	-2	2	-1	-8	-14	1.6	-21	-25[20 µM]	0.8
COc1ccc(-n2c(-c3ccc(C)cc3)n[nH]c2=S)cc1	-13	6	-1	9	0	1.5	11	-14	-0.4
O=S1(=O)CC/C(=N\Nc2ccc(F)cc2)c2ccsc21	1	2	0	1	-6	-0.37	12	-19	0.1
Cc1cccc(C)c1OCCN1C(=O)NC(C)(c2ccccc2)C1=O (stereo unspecified)	.	4	0	1	-3	-1.8	6	-17	1.3
COc1cc(/C=N/NC(=O)CC2C(=O)NN=C2C)ccc1O (stereo unspecified)	1	4	-1	0	-3	0.064	4	-26	2.0
Cn1c2ccccc2c2c(C(=O)N3CCN(c4ccccn4)CC3)cn(C3CCCC3)c(=O)c21	4	-3	3	5	1	.	17	-8[20 µM]	-2.3
Cc1noc(C)c1C(=O)N1CCN(Cc2ccc3c(c2)OCO3)CC1	0	5	-2	-8	-5	.	-16	-20[20 µM]	1.0
Cc1ccc(CC(=O)Nc2cccc(C#N)c2)cc1	1	4	-4	4	.	-1.4	10	-9	0.6
CC1(NC(=O)CC[N+](C)(C)CCO)CS(=O)(=O)CC1S(=O)(=O)[O-] (stereo unspecified)	-39	4	8	5	-10	0.016	15	-8	-0.1
Nc1cc(=O)[nH]c(SCC(=O)NCC2CCCO2)n1 (stereo unspecified)	-37	5	-4	-8	-2	-0.23	3	-24	1.5
Nc1ccc(C(=O)Nc2nc3ccccc3s2)cc1	-12	-4	8.9*	-4	-5	-3.6*	9	-6	-1.0
O=C(N/N=C/c1cccs1)c1cccc(NC(=O)c2ccc(Cl)cc2)c1	-34	-1	1	-1	-11	2.2	-2	-19	-0.7
O=C(CC1Sc2ccccc2NC1=O)Nc1ccccc1[N+](=O)[O-] (stereo unspecified)	32	-6	6	18	21	-0.29	21	-18	-0.3
COc1ccc(S(=O)(=O)N(C)CC(=O)NCc2cccnc2)cc1Cl	-13	0	2	0	-9	-0.57	10	-17[20 µM]	1.1
COc1ccc(OC(C)C(=O)Nc2cccc(OC)c2)cc1 (stereo unspecified)	-13	0	0	17	-12	0.34	-15	-14[20 µM]	-0.4
O=c1oc(-c2cccs2)nc2sc3c(c12)CCCC3	-8	5	4	16	7	.	25	-15[20 µM]	0.3
CC(NS(=O)(=O)c1ccc2[nH]c(=O)c(=O)[nH]c2c1)C(=O)O (stereo unspecified)	10	6	1	0	-6	0.034	15	-32	0.1
O=S(=O)(NCc1cn2ccsc2n1)c1ccc2c(c1)OCCO2	0	-1	-2	3	0	0.36	16	-8[20 µM]	0.2
Nn1c(SCC(=O)NCc2ccccc2)nnc1C1CC1	3	2	-1	10	4	0.57	18	-30	0.6
Cc1ccc(C(=O)NCCSC(C)(C)C)cc1[N+](=O)[O-]	-15	-2	-3	-1	-5	0.26	8	-31	-0.2
Fc1ccc(NC(=S)N2CCc3ccccc3C2)c(F)c1	-5	1	-1	-4	2	-1.3	8	-19	1.2
Cc1sc2nc(C(C)C)nc(SCC(=O)NCc3ccco3)c2c1C	-29	-2	-1	-1	-9	33*	-8	-8	-1.0
Cc1cc(N/N=C/c2ccccc2O)nc(N2CCOCC2)n1	1	-1	-2	-5	-5	-0.11	-2	1	-0.4
Cc1cccc(NC(=S)NCCc2ccccn2)c1	0	1	2	2	4	.	10	-16	-0.7
Cc1ccc2cc3c(nc2c1)N(c1ccccc1)CC3	-20	2	3	-6	0	-0.2	-7	-33	1.9
Cn1cc(Br)c(NS(=O)(=O)c2ccc(Cl)s2)n1	-5	10	7	2	-9	0.86	3	-13	0.1
Cc1ccc(C(C)C)c(OC(=O)/C=C/c2ccccc2)c1	-6	-1	-1	2	-4	-0.026	14	-19[20 µM]	1.1
CCOc1cccc2cc(C(=O)Nc3cc(C)on3)c(=O)oc12	-6	1	2	8	-6	-0.75	20	-14[20 µM]	0.7
O=C1C2ON(c3ccccc3)C(c3ccncc3)C2C(=O)N1c1ccc(N2CCOCC2)cc1 (stereo unspecified)	-26	5	2	1	-7	1.5	7	-18	0.7
CCOC(=O)c1[nH]c(C)c(C(=O)OCCOc2cccc(C)c2)c1C	-4	-1	-2	-2	-18	-0.47	7	-7	-1.0
CCN(CC)S(=O)(=O)c1ccc2oc(SCC3CN=C(c4ccc(OC)cc4)S3)nc2c1 (stereo unspecified)	-26	0	3	4	4	.	16	-13	-0.1
Cc1ccc2nc(Nc3nc(CSc4nnc(C)s4)cc(=O)[nH]3)nc(C)c2c1	-2	2	0	-4	-10	-1.2	3	-23	-0.3
Cc1cc(C)n(-c2nc3ccccc3n3c(C)nnc23)n1	-1	3	0	-1	-2	0.41	3	-5	0.2
O=C(Cc1ccc(Br)cc1)Nc1ccc(Cl)cc1	13	5	7	1	-4	.	9	-21	1.0
CCN(c1ccc(NC(=O)COC(=O)CCc2cc(OC)c(OC)c(OC)c2)cc1)C(C)C	-3	1	0	-1	1	0.084	1	-12	0.7
COCc1cc(/C=N\NC(=O)Cc2ccc(Cl)cc2)ccc1OC	-8	-4	-4	-1	-4	-0.87	4	-14	0.0
Cc1ccc(-c2nnc(-c3ccc(NC(=O)Cc4cccs4)cc3)o2)cc1	-3	2	-2	5	-2	.	12	-19[20 µM]	0.7
O=C(CNC(=S)NC(=O)c1cccs1)c1ccccc1	-10	-1	2	-2	-7	11*	6	-20	0.2
N=c1sccn1CC(=O)N1CCc2ccccc21	-18	1	0	-14	-2	-0.99	5	-14[20 µM]	0.2
Cc1ccc(S(=O)(=O)N2CCOCC2)cc1C(=O)Nc1nc(-c2cccnc2)cs1	-1	-1	-1	1	-2	.	8	-15[20 µM]	0.2
Cc1c(Cl)cccc1NC(=O)CN1C(=O)CSc2ncccc21	-7	-2	-1	5	-1	2.4	14	-26	0.5
S=C(NCc1ccccc1)NN1CCOCC1	-19	1	-2	-2	1	0.71	4	-35	-0.1
CC(C)CC(=O)Nc1cccc(NC(=O)CC(C)C)n1	-16	3	-4	8	-9	0.45	6	-11	0.4

Some of the entries so far, with each value named.
Cc1ccc(-c2nnc(-c3ccc(NC(=O)Cc4cccs4)cc3)o2)cc1
  hK5 inh: -3 | p97 inhibitor: 2 | Wee1 degr inh: -2 | FXIa inh: 5 | Thrombin inh: -2 | KCC2 mod: . | FXIIa inh 1536: 12 | Furin inhibitor: -19[20 µM] | PERK inh: 0.7

Cc1cc(C)n(-c2nc3ccccc3n3c(C)nnc23)n1
  hK5 inh: -1 | p97 inhibitor: 3 | Wee1 degr inh: 0 | FXIa inh: -1 | Thrombin inh: -2 | KCC2 mod: 0.41 | FXIIa inh 1536: 3 | Furin inhibitor: -5 | PERK inh: 0.2
